# GAA spleen mod: inhibits or activates alpha-glucosidase in human spleen homogenate; P10253; human spleen homogenate, 4-MU-alpha-glucoside fluorescence; Potency, µM (titrated, usually from 79.9 µM), without a hit: top-dose activity change, negative = inhibition, most hits filed as inhibitors; 0.006% of 240,000 active;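 note: 0% = enzyme with vehicle and -100% = no enzyme basal signal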
#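 Human spleen homogenate (1 ug) with 4-methylumbelliferyl-alpha-D-glucopyranoside (1 mM final) in 50 mM citrate/phosphate pH 5.0, 0.01% Tween-20; 40 min at 37 C. Stopped at pH 10; 4-MU fluorescence Ex 365/Em 440 nm; AC50 by Hill fit.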
# HTT aggregate: inhibitors of mutant huntingtin aggregate formation in PC12 cells | PC12 HttQ103-GFP aggregates, Acumen cytometry, 40 h | Potency, µM (highest dose often 46.1 µM), inactives show at the highest dose activity change, negative = inhibition, actives largely listed as inhibitors | 1.1% of 220,000 active; note: % is set by controls: 0 for no effect and ±100 for the full control effect; nearly all actives have a fitted effect of over 60% in size
#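 Huntingtin Q103 exon 1–GFP aggregates in induced PC12 cells (100 nM tebufenozide) were quantified by cytometry from lysates, with compounds dosed in titration.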
# RGS12 GoLoco inh: blocks human Gai1 binding to RGS12 GoLoco peptide, red readout; P63096; Gai1:RGS12 GoLoco peptide FP, rhodamine, 10 min; Potency, µM (doses to about 61.6 µM), for the others: at the top dose activity, negative = inhibition, actives largely listed as inhibitors; 0.44% of 230,000 active; active = well fitted inhibition curve with a large enough effect, not every such curve was filed as active; inactive = no such curve, though single readings can be large or run the other way; note: % is set by controls: 0 for no effect and ±100 for the full control effect; nearly all actives have a fitted effect of over 30% in size; many of its hits are not listed in these tables
# Target sequence (P63096 whole entry, looked up): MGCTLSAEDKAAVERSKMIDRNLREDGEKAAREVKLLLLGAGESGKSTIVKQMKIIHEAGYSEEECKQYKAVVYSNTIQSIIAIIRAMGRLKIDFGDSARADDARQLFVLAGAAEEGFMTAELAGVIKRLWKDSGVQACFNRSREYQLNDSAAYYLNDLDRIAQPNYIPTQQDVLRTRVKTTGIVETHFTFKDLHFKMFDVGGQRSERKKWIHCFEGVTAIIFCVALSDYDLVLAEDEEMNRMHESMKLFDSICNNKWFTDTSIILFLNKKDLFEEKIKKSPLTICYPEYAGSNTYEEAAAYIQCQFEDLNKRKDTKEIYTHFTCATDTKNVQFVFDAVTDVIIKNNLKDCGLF
# IMPase Li cell: IMPase inhibition in cells with lithium potentiation; CHO-M1 cells, IP1 TR-FRET (IP-One), carbachol + lithium; Potency, µM (top dose mostly 59.4 µM), inactives show at the top dose activity, negative = IMPase inhibition, actives largely listed as inhibitors; 0.35% of 210,000 active; AID 1457;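 note: IP1 builds up when IMPase is blocked and the TR-FRET signal falls; plate controls were basal vehicle for no effect and high inhibitor control for full effect; nearly all actives have a fitted effect of over 50% in size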
#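 Steps: plate 2000 CHO-M1 cells per well and culture 16–30 h; add compound and lithium; incubate 30 min, 37C; add d2-IP1 tracer and Eu cryptate anti-IP1 antibody in lysis buffer; read after 10 min at room temperature.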
# GAA glycogen mod: inhibitors or activators of human alpha-glucosidase glycogen cleavage; 0.38% of 300,000 active; AID 2100; recombinant GAA, glycogen substrate, Amplex Red glucose oxidase fluorescence; Potency, µM (series often up to 76.4 µM), for the others: top-dose activity change, negative = inhibition, most hits filed as inhibitors;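 note: 0% = full enzyme reaction and -100% = no-enzyme basal signal; the screen sought inhibitors and activators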
#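 Recombinant human enzyme (4 nM); glycogen substrate; 37 C, 40 min, pH 5.0. Readout: coupled glucose oxidase/Amplex Red fluorescence.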
# GAA inh: inhibitors of human lysosomal alpha-glucosidase. purified human GAA, 4-MU-alpha-glucoside fluorescence. Potency, µM (top dose mostly 76.9 µM), without a hit: at the top dose activity change, negative = inhibition, usual class: inhibitors. P10253. 0.005% of 200,000 active;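 note: plate controls were uninhibited enzyme wells for no effect and no-enzyme background for full effect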
#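 AC50 values come from Hill fits of compound titrations (up to 77 uM) against 4 nM human enzyme. Substrate 4-methylumbelliferyl-alpha-D-pyranoside at 400 uM, pH 5.0 citrate buffer, 20 min room temperature; fluorescence Ex 365/Em 440 after alkaline stop.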
# HTT ATP protect: Huntington cell model cytoprotection by ATP luminescence | PC12 HTT-Q103 induced, cytoprotection, ATP luminescence, 40 h | Potency, µM (highest dose often 56.4 µM), without a hit: cytoprotection (ATP increase), usual class: activators | 0.14% of 230,000 active | AID 1471;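 note: % of control where 0% means no effect; nearly all actives have a fitted effect of over 45% in size; toxic huntingtin expression switched on by the ecdysone agonist tebufenozide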
#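 Quantitative HTS on tebufenozide-induced (100 nM) PC12 cells expressing HTTQ103 exon 1–GFP; compounds tested as a concentration series; survival measured via cellular ATP.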
# Numbers without * were called inactive; u = inconclusive; x = no result given; & = joins results of further samples; [ ] = dose if it differs, or a comment. Unless noted, calls come from the whole dose curve; as a rule, active = well fitted curve in the direction sought with a large enough effect; inconclusive = small, poorly fitted or top-dose-only effect, or another doubt; inactive = no such curve, though single readings can be large; an effect the other way counts as inactive or inconclusive. Potency is the fitted concentration of half-maximal effect. Not all compounds are listed; rates above refer to the full screens.
SMILES,GAA spleen mod,HTT aggregate,RGS12 GoLoco inh,IMPase Li cell,GAA glycogen mod,GAA inh,HTT ATP protect
COc1ccc(NC(=O)CN2CCN(C(=O)c3ccco3)CC2)c(OC)c1,-1%,-8%,12%,-7%[38.3 µM],5%,2%,-11%
Cc1ccc(-c2nn3nnnc3c3ccccc23)cc1C,0%,-18%,-8%,-2%[38.3 µM],12%,-6%,-14%
O=C(CCC(=O)N1CCCC1)Nc1nnc(C(F)(F)F)s1,3%,-5%,9%,0%[38.3 µM],3%,-1%,-13%[0.074 µM]
Nc1nc(SCC(=O)N2CCOCC2)[nH]c(=O)c1-c1ccccc1,-14%,-1%,1%,4%,4%,9%,-23%
COc1cc2c(cc1OC)CN(C(=O)c1ccc3nc[nH]c3c1)CC2,x,-9%,4%,6%,-16%,-3%,-104%[inhibitor]
O=C1CCCc2ccccc2N1Cc1ccc(F)cc1,-1%,15%,10%,15%,5%,7%,-18%
COc1ccc(C(=O)OCC(=O)Nc2cc(S(=O)(=O)N3CCOCC3)ccc2N2CCCC2)cc1,-1%,-1%,6%,3%,9%,2%,6%
CC(c1cccs1)N(C)Cc1nc(CCc2ccccc2)no1 (stereo not drawn),-4%,-4%[9.22 µM],6%,4%,8%,3%,3%[10 µM]
COc1ccc(N=C2NC(=O)C(CC(=O)NCCc3ccc(OC)c(OC)c3)S2)cc1 (stereo not drawn),2%,9%,0%,7%,-1%,-2%,10%[10 µM]
COc1ccc(N=CC2=C(O)CC(c3ccccc3)CC2=O)c(OC)c1 (stereo not drawn),3%,23%,41%[activator],2%,-5%,-5%,x
OCCn1c(-c2ccccc2)csc1=Nc1ccccc1,4%,-4%,2%,-1%,-5%,-7%,x
COc1ccc(CCNC(=S)Nc2cccc(C)c2C)cc1,-12%,-32%,3%,10%[38.3 µM],-13%,u,15%
CNC(=O)CSc1nnc(-c2cccc(S(=O)(=O)N3CCOCC3)c2)n1-c1ccc(F)cc1,7%,-3%,-4%,5%,4%,-17%,-2%[10 µM]
CCOc1ccccc1C(=O)N1CCN(C(c2ccccc2)c2ccccc2)CC1,-2%,-4%,x,x,-7%,2%,-12%
COCC(=O)N(c1ccccc1)C(C)C(=O)OC (stereo not drawn),1%,-23%,7%,0%,-6%,-3%,-44%[inhibitor]
Cn1c(CSCc2ccccc2Cl)nnc1SCC(=O)Nc1nccs1,7%,-10%,-6%,7%,1%,-4%,22%[10 µM]
O=C(N/N=C/c1ccc2nccnc2c1)c1ccccc1O,0%,-17%[9.22 µM],6%,x,0%,-14%,-48%[inhibitor][10 µM]
CCN(CC)C(=O)CN(c1cccc([N+](=O)[O-])c1)S(=O)(=O)c1ccccc1,-2%,3%[9.22 µM],6%,5%,11%,-2%,-5%[10 µM]
Cc1cc(S(=O)(=O)Nc2ccccc2C)ccc1F,-13%,4%,3%,0%,-1%,-1%,7%[10 µM]
O=C(NCc1cccs1)c1cccnc1Cl,-12%,-2%,6%,8%,4%,1%,-8%[0.074 µM]

# As entered above:
# In HTT aggregate, COc1ccc(CCNC(=S)Nc2cccc(C)c2C)cc1 has the entry -32%
# In HTT aggregate, CCN(CC)C(=O)CN(c1cccc([N+](=O)[O-])c1)S(=O)(=O)c1ccccc1 has the entry 3%[9.22 µM]
# In GAA spleen mod, Cc1cc(S(=O)(=O)Nc2ccccc2C)ccc1F has the entry -13%

# Following part.
SMILES,GAA spleen mod,HTT aggregate,RGS12 GoLoco inh,IMPase Li cell,GAA glycogen mod,GAA inh,HTT ATP protect
CC(C)NC(=O)C1COc2ccccc2O1 (stereo not drawn),9%,3%[9.22 µM],1%,6%,-9%,4%,-1%[10 µM]
CCN(CCO)C(=O)CC(c1ccccc1)c1cc(Br)ccc1O (stereo not drawn),8%,11%,2%,4%,2%,3%,u
CN=C(Nc1cccc(Cl)c1)SC1CC(=O)N(c2ccc(OC)cc2)C1=O (stereo not drawn),-5%,2%[9.22 µM],10%,18%,-1%,-12%,0%[10 µM]
Fc1ccc(CSc2nnc(-c3cc4c(s3)-c3ccccc3CC4)o2)cc1,-13%,-13%,-4%,-11%[38.3 µM],3%,u,-3%
Cc1ccc(N2C(=S)N=C(Nc3ccccc3C)C23CCOC(C)(C)C3)cc1 (stereo not drawn),2%,12%,4%,5%[38.3 µM],1%,-1%,5%
Cc1cccc(CSc2nnnn2-c2ccccc2)c1,2%,4%[9.22 µM],3%,13%[38.3 µM],-1%,-2%,-5%
O=C(CSc1nnc(-c2ccco2)o1)NC(=O)C1COc2ccccc2O1 (stereo not drawn),-5%,9%,-1%,-12%[38.3 µM],-5%,7%,-3%
CCOC(=O)C1(CCc2ccccc2)CCN(C(=O)c2occc2C)CC1,6%,-14%,-3%,17%,-18%,u,-14%
Cc1sc2nc(SCC(=O)N(C)C)[nH]c(=O)c2c1C,-21%,-2%,1%,13%[38.3 µM],-9%,-9%,-26%[0.074 µM]
O=C(NC1CC1)C1CCN(C2CCN(C(=O)Cc3ccc4c(c3)OCO4)CC2)CC1,4%,-5%[9.22 µM],7%,4%,2%,9%,-7%[10 µM]
Cc1ccc2oc(C(=O)Nc3nnc(C)s3)c(C)c2c1,1%,-10%,9%,24%[38.3 µM],5%,u,-76%[inhibitor]
COc1ccc2c(c1)CCC1C2CC[C@@]2(C)C1CC[C@@H]2NCCCCCCN1C(=O)C=CC1=O (stereo partly drawn),0%,x,8%,15%,x,x,x
CC(C)=CCC/C(C)=C\COc1c2ccoc2cc2oc(=O)ccc12,0%,x,4%,31%[activator],x,x,-13%[1.9 µM]
O=C1NC(=O)C2(COC(c3ccncc3)OC2)S1 (stereo not drawn),-3%,-4%,14%,-12%,-1%,8%,11%[0.074 µM]
S=C(NCCc1ccccc1)N1CCN(Cc2ccc(Cl)c(Cl)c2)CC1,-1%,u,x,x,8%,7%,23%[10 µM]
COc1cc(/C=N/NC(=O)C2C3CCCCC32C)cc(Br)c1O (stereo not drawn),-3%,u,1%,16%,11%,-2%,-20%[10 µM]
O=C(O)C1CCCCC1C(=O)NCCC(c1ccccc1)c1ccccc1 (stereo not drawn),0%,7%,-13%,10%[38.3 µM],5%,-1%,-16%
COc1ccc2[nH]c(=O)c(CN(CC3CCCO3)C(=S)Nc3cccc(C)c3)cc2c1 (stereo not drawn),-1%,11%[9.22 µM],-2%,20%,-9%,x,3%[10 µM]
CCC(Oc1nc2ccccc2nc1-c1ccccc1NC(C)=O)C(=O)c1ccccc1 (stereo not drawn),-3%,3%,-2%,9%[38.3 µM],0%,-1%,-36%
O=C(NCc1ccco1)Nc1ccc(Br)cc1,-10%,3%,5%,-6%[38.3 µM],-8%,2%,-7%

# A second format for some results above.
# Every second line gives: GAA spleen mod	HTT aggregate	RGS12 GoLoco inh	IMPase Li cell	GAA glycogen mod	GAA inh	HTT ATP protect
O=C(CSc1nnc(-c2ccco2)o1)NC(=O)C1COc2ccccc2O1 (stereo not drawn)
→ -5%	9%	-1%	-12%[38.3 µM]	-5%	7%	-3%
Cn1c(CSCc2ccccc2Cl)nnc1SCC(=O)Nc1nccs1
→ 7%	-10%	-6%	7%	1%	-4%	22%[10 µM]
O=C(NCc1ccco1)Nc1ccc(Br)cc1
→ -10%	3%	5%	-6%[38.3 µM]	-8%	2%	-7%

# Following part:
SMILES,GAA spleen mod,HTT aggregate,RGS12 GoLoco inh,IMPase Li cell,GAA glycogen mod,GAA inh,HTT ATP protect
COc1ccc(CCNC(=O)c2ccc(CS(=O)(=O)c3ccc(Cl)cc3)o2)cc1OC,-15%,-28%,10%,11%[38.3 µM],-2%,3%,-26%
CC(=O)OCc1cc(-c2nn(C)c(=O)c3ccccc23)ccc1C,1%,-22%[9.22 µM],7%,3%,18%,-13%,-25%[10 µM]
CCOc1ccccc1C(=O)N[C@H](C(=O)Nc1nc2c(s1)CCCC2)C(C)C,0%,4%,0%,3%,2%,7%,u
Cc1ccccc1OCc1nc(-c2ccc(Br)o2)no1,-12%,-3%,-2%,-20%[38.3 µM],-5%,-4%,-18%
Cc1ccc(C2=Nc3ccccc3N=C(c3ccco3)C2)c(O)c1,0%,-6%,3%,-13%[38.3 µM],-1%,u,-14%
COc1cccc(OCCSc2nc(N)cc(N)n2)c1,4%,-68%,29%,23%[38.3 µM],3%,-11%,-34%
CCOC(=O)CSc1nnc(-c2ccoc2C)n1-c1ccc(OCC)cc1,5%,1%,x,x,1%,-26%,-12%
COc1ccccc1NC(=O)CCc1nc(-c2cccs2)no1,-1%,6%,4%,18%[38.3 µM],6%,2%,1%[10 µM]
COc1ccc(CSc2nnc(Cc3sc(-c4ccccc4)nc3-c3ccccc3)o2)cc1,0%,-10%,11%,4%[38.3 µM],-11%,-2%,10%
CC1=CCC2([N+](=O)[O-])CN(CC(=O)O)CC1([N+](=O)[O-])C2 (stereo not drawn),-8%,-4%,7%,9%,-5%,-2%,-7%[10 µM]
O=C(CSc1nc2ccccc2o1)Nc1cc(C(F)(F)F)ccc1N1CCOCC1,-14%,-7%,-2%,28%[38.3 µM],-7%,-6%,10%
Cc1n[nH]c(=O)nc1NCCc1ccccc1,-6%,4%,-1%,-20%[38.3 µM],-3%,-4%,-33%
O=C(NNc1ccc(F)cc1F)c1c(F)cccc1Cl,4%,5%[9.22 µM],0%,x,u,-9%,-2%[10 µM]
NC(=S)n1[nH]c(-c2ccc([N+](=O)[O-])cc2)c(N=Nc2cccc(Cl)c2)c1=O,-13%,u,12%,16%,3%,x,u
CCOC(=O)N1CCC(NS(=O)(=O)c2ccc3c(c2)oc(=O)n3C)CC1,-10%,3%,38%[activator],-8%[38.3 µM],3%,5%,-5%[0.074 µM]
COCc1cc(C)nc(SCC[N+](C)(C)CC(=O)c2ccc(Br)cc2)c1C#N,-17%,-22%,-4%,24%,-7%,4%,-89%[inhibitor]
COCCNC(=O)CC(=O)N/N=C/c1ccc(C(=O)OC)cc1,-2%,-7%[9.22 µM],14%,4%,2%,u,-31%[10 µM]
Cn1cccc1-c1nc2ccc(NC(=O)c3cccs3)cc2[nH]1,-4%,-18%,9%,-10%[38.3 µM],2%,-3%,2%[10 µM]
CCOc1ccc(N/C(SCc2cccc([N+](=O)[O-])c2)=C(/C#N)C(N)=O)cc1,-3%,u,-2%,6%,-7%,-14%,u
CCOc1ccc(CNC(=S)NCc2ccc(OCC)cc2)cc1,6%,-1%,-1%,5%,14%,-4%,3%[1.9 µM]
CNCCC=C1c2ccccc2CCc2ccccc21,-8%,u,9%,26%&27%&31%&38%&26%,3%,-3%[15.4 µM],-92%[inhibitor]
CCCCOc1ccccc1NC(=O)c1ccc(=O)[nH]c1,-4%,-6%,4%,0%,2%,-3%,5%[0.074 µM]
O=S(=O)(Nc1ccccc1O)c1cccc2cccnc12,7%,10%[9.22 µM],31%[activator],6%,u,5%,20%[10 µM]

# Source: PubChem BioAssay
